miR-122 sensor – inhibitors of miR-122 in Huh7 cells; Huh7 miR-122 Renilla luciferase sensor, 48 h; neutral wells = 0, positive control = 100; activation (reporter increase), % at 12.5 µM; actives 0.3% (n = 340,000);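 active = mean replicate activation score at least 90 and every replicate individually at or above 90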;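 note: higher luciferase means less miR-122 activity so hits act as miR-122 inhibitors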
esBAF inh – inhibitors of esBAF chromatin remodeling in mouse ES cells; Bmi1-luciferase knock-in reporter, 24 h; 100% = twice the neutral-well signal; reporter increase, % at 12.5 µM; actives 2% (n = 350,000); AID 602393; in the data active = activation above about 40%;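 note: 0% = median of the plate's neutral control wells and 100% = double that signal; a rise in the Bmi1 reporter signal indicates esBAF inhibition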
SIRT5 block – sirtuin-5 (human) deacylase inhibition; Purified SirT5, succinyl-peptide AMC, trypsin-coupled fluorescence; actives 1.1% (n = 330,000); inhibition, % at 15 µM; AID 652115; in the data active = inhibition above about 15%
Target sequence (Q9NXA8 whole entry, looked up): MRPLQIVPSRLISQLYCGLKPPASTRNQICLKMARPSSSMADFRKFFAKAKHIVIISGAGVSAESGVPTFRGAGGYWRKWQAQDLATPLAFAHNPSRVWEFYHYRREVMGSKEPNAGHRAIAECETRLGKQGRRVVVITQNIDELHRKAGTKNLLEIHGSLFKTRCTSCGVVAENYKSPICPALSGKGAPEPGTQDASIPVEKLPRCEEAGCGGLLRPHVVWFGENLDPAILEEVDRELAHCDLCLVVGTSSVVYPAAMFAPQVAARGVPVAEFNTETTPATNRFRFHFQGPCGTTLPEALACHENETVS
Cneo AK release – Cryptococcus neoformans lysis via adenylate kinase release | C. neoformans lysis, adenylate kinase release luminescence, 4 h; normalised: neutral wells 0, clomiphene wells 100 | lysis activity, % at 15 µM | actives 0.2% (n = 360,000) | AID 651654;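 active = mean lysis activity across replicates of at least 80%, whatever share of replicates individually reach that level; inactive = mean lysis activity below 80%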
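Material: C. neoformans cells | Amount: Yeast cell density of 5 × 10^6 cells/mL | Medium: Fresh YPD growth medium | Dosing: Single dose | Times: Static 4 h at 37 °C with compound, 1 h detection | Detection: AK luminescence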
ERp5 inh – ERp5 (human) disulfide isomerase inhibition | Q15084 | ERp5 insulin aggregation, absorbance 650 nm, 90 min | inhibition, % at 9.99 µM | actives 0.05% (n = 350,000);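 active = mean replicate inhibition above about 25%, with every replicate also reaching it, limit read from the data, passing the limit was not always enough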
Target sequence (Q15084 whole entry, looked up): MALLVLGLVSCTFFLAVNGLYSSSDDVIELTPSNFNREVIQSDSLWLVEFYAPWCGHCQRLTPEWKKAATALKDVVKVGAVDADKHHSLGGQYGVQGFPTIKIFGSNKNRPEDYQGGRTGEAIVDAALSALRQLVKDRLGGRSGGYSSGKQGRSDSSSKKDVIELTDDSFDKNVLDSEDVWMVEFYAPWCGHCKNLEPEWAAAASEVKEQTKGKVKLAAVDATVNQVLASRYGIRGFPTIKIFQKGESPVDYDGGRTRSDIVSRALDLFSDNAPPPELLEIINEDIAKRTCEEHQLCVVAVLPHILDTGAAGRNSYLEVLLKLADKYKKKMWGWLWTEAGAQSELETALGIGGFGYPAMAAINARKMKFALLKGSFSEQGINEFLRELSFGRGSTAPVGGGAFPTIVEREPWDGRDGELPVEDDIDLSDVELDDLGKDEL
ARNT TACC3 PPI – disruptors of human ARNT/TACC3 interaction | Q9Y6A5 | AlphaScreen His-ARNT PAS-B/GST-TACC3 binding, luminescence; TACC3 fragment carries E629A point mutation | inhibition, % at 9.99 µM | actives 0.66% (n = 390,000) | AID 623870;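 active = mean inhibition of replicates at least 50% and at least half of replicates each reaching 50%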;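 note: 0% = complete ARNT plus TACC3 wells and 100% = ARNT alone without TACC3; many hits fall short of the cut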
Statin myotox sup – suppression of simvastatin myotoxicity. C2C12 myotubes + simvastatin, ATP luminescence, 48 h; scaled: DMSO 0, geranylgeraniol control 100. rescue of ATP level, % at 7.49 µM. actives 0.78% (n = 330,000). AID 602340;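 active = mean ATP rescue above about 67%, or every replicate alone reaching that limit, limit read from the data, passing the limit was not always enough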;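 note: myotubes were challenged with 10 µM simvastatin during compound exposure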
Active calls of the source: *; nt = no result given; [ ] = another dose, or the depositor's remark.

SMILES | miR-122 sensor | esBAF inh | SIRT5 block | Cneo AK release | ERp5 inh | ARNT TACC3 PPI | Statin myotox sup
C[C@@H]1CN([C@H](C)CO)C(=O)Cc2cc(NC(=O)Nc3ccc(F)cc3)ccc2O[C@H]1CN(C)CC1CCCCC1 | -10[16.7 µM] | 6 | 5 | -1 | 1 | 3 | 18
Cn1c(=O)[nH]c(=O)c2[nH]c(N(Cc3ccccc3)Cc3ccccc3)nc21 | -9 | -11 | nt | -1 | nt | -2 | 24
COc1ccc(NC(=O)CO/N=C2/CCCc3nonc32)c(OC)c1 | 2 | -5 | -4 | nt | 2 | -7 | -2
O=C1CC(N2CCN(c3ccc(F)cc3)CC2)C(=O)N1c1ccc(F)cc1 (stereo unspecified) | -2 | -4 | -2 | 1 | 14 | -3 | 3
Cc1cccc(/C=N/N2CCN(c3ccccc3)CC2)c1 | -3 | 35 | nt | 1 | nt | nt | 3
O=C(C[C@@H]1C=C[C@@H](NC(=O)C2CCOCC2)[C@H](CO)O1)NCC1CCCCC1 | nt | -4 | 3 | -3 | -2 | -8 | -2
COc1ccc(OC)c(S(=O)(=O)N2CCN(c3ccc(F)cc3)CC2)c1 | 10 | 2 | 10 | 2 | 1 | -2 | 7
CCCCn1c(N)c(N(CCOC)C(=O)COC(=O)Cc2cccc(OC)c2)c(=O)[nH]c1=O | nt | nt | 8 | nt | -5 | 3 | nt
O=C(NCc1ccc(F)cc1)c1cc(C2CCCN(C(=O)C3CCCCC3)C2)on1 (stereo unspecified) | 1 | -9 | 0 | 1 | -5 | nt | -6
C[C@H](CO)N1C[C@H](C)[C@@H](CN(C)C(=O)Nc2ccccc2)Oc2ccc(NS(C)(=O)=O)cc2C1=O | -10[16.7 µM] | -3 | 1 | 4 | -3 | nt | -11
COc1cc2cc(Oc3ccc4ccc(=O)oc4c3)c(=O)oc2cc1O[C@@H]1O[C@H](CO)[C@@H](O)[C@H](O)[C@H]1O | nt | 11 | nt | 3 | nt | -24 | 13
Cc1noc(C)c1NC(=O)Nc1ccc2c(c1)C(=O)N([C@@H](C)CO)C[C@H](C)[C@@H](CN(C)C(=O)Nc1ccc(C(F)(F)F)cc1)OCCCC[C@H](C)O2 | -8[16.7 µM] | -1 | 4 | 1 | -1 | -4 | -41
O=C(N/N=C/c1cccs1)c1ccc2ncccc2c1 | -2 | nt | 2 | nt | 1 | 15 | nt
O=C(COC(=O)CNC(=O)c1sc2ccccc2c1Cl)Nc1c(Cl)cc(Cl)cc1Cl | 15 | -3 | -3 | 6 | 2 | -6 | -2
CC(=O)N(C)C[C@@H]1Oc2cc(C#CC3CCCCC3)ccc2S(=O)(=O)N([C@H](C)CO)C[C@H]1C | 7[16.7 µM] | -6 | 0 | -10 | 0 | -3 | nt
CCOC(=O)C1CCN(C(=O)CCS(=O)(=O)Cc2ccccc2)CC1 | -4 | -1 | -4 | 4 | 5 | 22 | 17
Sc1ccccc1N=Cc1cccs1 | 5 | 16 | -1 | -2 | 1 | nt | 24
COc1cc(NC(=O)CCCn2c(=S)[nH]c3ccccc3c2=O)cc(OC)c1OC | 8 | -4 | 2 | 1 | -1 | 0 | 2
C[C@@H]1CN([C@H](C)CO)C(=O)c2cc(NS(C)(=O)=O)ccc2O[C@@H](C)CCCCO[C@@H]1CN(C)S(=O)(=O)c1cn(C)cn1 | 11[16.7 µM] | -1 | -2 | 0 | -3 | -2 | nt
CC(SCC(=O)Nc1ccc(S(=O)(=O)N2CCCCC2)cc1)C(=O)O (stereo unspecified) | 0 | -1 | nt | -2 | nt | -1 | -5
C=C(C)CSc1nc(C)c(Cc2ccccc2)c(=O)[nH]1 | 4 | -5 | nt | -14 | nt | -4 | -6
COCC(=O)N1[C@H](CO)[C@@H](c2ccc(-c3cccnc3)cc2)[C@@H]1C#N | nt | 2 | -2 | -1 | -2 | -4 | -7
O=C(NC1CC1)C1=C[C@@H](c2ccc(Br)cc2)C[C@@H](OCc2ccc(CO)cc2)O1 | -5 | 10 | nt | 2 | 6 | 1 | 17
CCOc1ccc(-n2c(SCC(=O)Nc3cc(C)on3)nnc2-c2c[nH]c3ccccc23)cc1 | -4 | 4 | nt | 0 | nt | 1 | 4
CCC(=O)N(C)C[C@H]1Oc2cc(C#CCN(C)C)ccc2S(=O)(=O)N([C@H](C)CO)C[C@@H]1C | -9[16.7 µM] | -1 | 5 | -2 | 4 | -18 | 6
(cont.)
SMILES | miR-122 sensor | esBAF inh | SIRT5 block | Cneo AK release | ERp5 inh | ARNT TACC3 PPI | Statin myotox sup
Brc1ccc(-c2ccc(/C=N/Nc3nc(N4CCOCC4)nc(N4CCOCC4)n3)o2)cc1 | -2 | -7 | -3 | -1 | 5 | -6 | -80
C=CCn1c(C)cc(C(=O)COc2ccc(N(C)S(=O)(=O)c3ccc(NC(C)=O)cc3)cc2)c1C | -10 | -10 | -1 | -3 | -1 | -1 | -40
CCOC(=O)c1ccc2c(c1)nc(COc1ccc3ccccc3c1)n2CC | 5 | -11 | nt | 1 | nt | 0 | 2
CC(C)NC(=O)Nc1ccc2c(c1)C(=O)N([C@H](C)CO)C[C@H](C)[C@H](CN(C)Cc1ccc(Cl)c(Cl)c1)O2 | 7[16.7 µM] | -3 | 6 | 44 | -3 | 6 | 0
COc1ccc(S(=O)(=O)N2CCCCCC2)cc1C(=O)Nc1cc(C)ccn1 | -7 | 14 | -2 | -1 | 17 | -8 | -33
CCN1CCC[C@H]1CNCCCn1cnc2c(SC)ncnc21 | -4 | -1 | -1 | -2 | -1 | nt | 8
COc1ccc(NC(=O)CN2C(=O)CSC(C)C2=O)c(OC)c1 (stereo unspecified) | -9 | 11 | -2 | 13 | 1 | -2 | 8
CCN1CCN(C(=S)c2ccc(OCC(=O)N3CCOCC3)cc2)CC1 | -4 | 7 | nt | 1 | nt | -2 | 6
COc1cccc(S(=O)(=O)Nc2ccc3c(c2)[C@@H]2C[C@@H](CC(=O)N[C@@H](C)c4ccccc4)O[C@@H](CO)[C@@H]2O3)c1 | -2[16.7 µM] | 8 | -3 | 7 | -6 | -2 | -1
NC(=O)c1ccccc1NC(=O)c1ccoc1 | 2 | 12 | -1 | 0 | -2 | -2 | -1
CCOc1ccc(NC(=O)N2CCC(n3nnc4cc(C)ccc43)CC2)cc1 | 6 | 0 | nt | 9 | nt | -10 | 17
COc1cc(SC)ccc1C(=O)N(CC(=O)Nc1ccccc1Br)Cc1ccco1 | nt | 12 | -2 | -3 | 1 | 6 | -19
COc1ccc(CC2SC(N)=NC2=O)cc1 (stereo unspecified) | -8 | 1 | -2 | 4 | -3 | -8 | 6
CCOC(=O)c1cc2c(ccn2C)n1CC(=O)N1CCCC(C)C1 (stereo unspecified) | -10 | -3 | nt | 2 | nt | 5 | -2
CC(=O)N1CCN(S(=O)(=O)c2ccc3c(c2)CCC(=O)N3)CC1 | nt | -5 | 3 | 1 | -1 | nt | -5
CNC[C@H]1OCCCC[C@H](C)Oc2ccc(NC(=O)CCC(F)(F)F)cc2C(=O)N([C@H](C)CO)C[C@@H]1C | 27[16.7 µM] | -7 | nt | nt | nt | nt | -3
Cc1cccc(NC(=O)c2nc[nH]c2C(=O)N[C@@H](CC(C)C)C(=O)OCc2ccccc2)c1 | -3 | 5 | nt | 4 | 3 | 1 | 0
Cc1nc(C(=O)NNC(=O)c2ccc(Cl)cc2)cs1 | -2 | nt | -4 | -3 | 3 | -2 | nt
O=C(CCN1C(=O)/C(=C\c2ccccc2F)SC1=S)N1CCOCC1 | -2 | 7 | nt | -4 | 3 | nt | 43
O=C(NC1CCCCC1)N1CCCC(c2nc3ccccc3[nH]2)C1 (stereo unspecified) | 0 | -5 | nt | -3 | nt | -8 | -29
Cc1csc(=O)n1CCC(=O)OCC(=O)Nc1ncc(Cl)cc1Cl | nt | -3 | 2 | 5 | -3 | -1 | 20
CCCc1cn(CC[C@H]2CC[C@H](NC(=O)C3CCCC3)[C@H](CO)O2)nn1 | 2[16.7 µM] | 1 | 3 | -5 | -3 | -8 | 6
CNC(=O)C[C@@H]1CC[C@H]2[C@@H](COc3ccc(NC(=O)C(C)C)cc3C(=O)N2C)O1 | -50[16.7 µM] | -2 | nt | 2 | nt | -6 | 10
CC1(C)Cc2c(cnn2-c2ccc(F)cc2)C(NC(=O)CN2CCCC2=O)C1 (stereo unspecified) | 2 | 7 | -3 | 0 | 8 | 3 | 8
CCOC(=O)c1cncc(C#CCO)c1 | nt | nt | -4 | nt | 0 | -1 | nt
Next part:
SMILES | miR-122 sensor | esBAF inh | SIRT5 block | Cneo AK release | ERp5 inh | ARNT TACC3 PPI | Statin myotox sup
CCN(CC(=O)Nc1ccc(NC(C)=O)cc1)C(=O)c1ccc(NC2CC2)c([N+](=O)[O-])c1 | nt | 1 | 0 | -3 | 6 | -17 | 9
OC(c1ccc(F)cc1)c1ncc(-c2ccc(Oc3ccccc3)cc2)[nH]1 (stereo unspecified) | 0 | 32 | nt | 1 | 3 | nt | 11
Cc1cc(NC(=O)CSc2ccc3c(c2)OCCO3)no1 | 1 | -1 | nt | 2 | nt | 1 | 4
CS(=O)(=O)OCCCCOS(C)(=O)=O | 2 | 0 | -1 | 0 | 1 | -4 | 13
c1cc(-c2ccc(N3CCOCC3)cc2)n2cnnc2c1 | -3 | 18 | -9 | -1 | 1 | nt | 1
O=C(NCCOc1ccc(Cl)cc1)c1ccc2c(c1)OCCO2 | -4 | 39 | -2 | -2 | -2 | -5 | 1
C[C@H](CO)N1C[C@H](C)[C@H](CN(C)Cc2ccc(C(F)(F)F)cc2)Oc2ccc(NC(=O)CCCN(C)C)cc2C1=O | -9[16.7 µM] | 3 | nt | 46 | 12 | nt | 6
CCc1cnccc1CCC(=O)Nc1ccccc1C | 6 | nt | -8 | -1 | -4 | -1 | nt
O=CN1CCN(CC(O)Cn2c3ccccc3c3ccccc32)CC1 (stereo unspecified) | 24 | -1 | -4 | -1 | 5 | -6 | 9
CC(CCC(=O)O)C1CCC2C3CC(O)C4CC(O)CC[C@]4(C)C3CCC12C (stereo partly specified) | 1 | -10 | -1 | 1 | -2 | 6 | 1
Cc1ccc(N(C(=O)C2CCC(=O)N2)C2(C(=O)NC3CCCC3)CCCCC2)cc1 (stereo unspecified) | nt | -4 | nt | 6 | nt | 0 | -2
Cc1noc(C)c1NC(=O)N(C)C[C@H]1OCCCC[C@@H](C)Oc2ccc(NS(=O)(=O)c3cn(C)cn3)cc2C(=O)N([C@H](C)CO)C[C@@H]1C | 6[16.7 µM] | 0 | nt | -1 | nt | -3 | -11
CCOC(=O)c1cc(-c2ccc(OC)cc2)n[nH]1 | nt | 70* | -2 | nt | 5 | -3 | 4
O=C1C(Cc2ccccc2O)NC(=S)N1c1ccccc1 (stereo unspecified) | -3 | 0 | -2 | nt | 6 | -6 | 8
O=S1(=O)C=CC(N2CCOCC2)C1 (stereo unspecified) | -3 | 5 | nt | 8 | nt | -2 | 7
C[C@@H]1CN([C@H](C)CO)C(=O)c2cccc(NC(=O)c3ccncc3)c2O[C@@H]1CN(C)C(=O)Nc1ccccc1 | 0[16.7 µM] | 1 | 6 | 2 | 0 | -18 | 3
CC(C)(C)C(=O)N=C1SC2CS(=O)(=O)CC2N1c1ccc2c(c1)OCO2 (stereo unspecified) | -2 | -11 | nt | 0 | nt | -7 | -26
Cc1cc(=O)oc2c1ccc1oc(/C(=N/O)c3ccccc3)c(C)c12 | 2 | 8 | nt | nt | nt | -10 | -8

Given in markdown: part of the list above.
| compound | miR-122 sensor | esBAF inh | SIRT5 block | Cneo AK release | ERp5 inh | ARNT TACC3 PPI | Statin myotox sup |
| --- | --- | --- | --- | --- | --- | --- | --- |
| Cc1noc(C)c1NC(=O)N(C)C[C@H]1OCCCC[C@@H](C)Oc2ccc(NS(=O)(=O)c3cn(C)cn3)cc2C(=O)N([C@H](C)CO)C[C@@H]1C | 6[16.7 µM] | 0 | nt | -1 | nt | -3 | -11 |
| CCOC(=O)c1cc(-c2ccc(OC)cc2)n[nH]1 | nt | 70* | -2 | nt | 5 | -3 | 4 |
| O=C1C(Cc2ccccc2O)NC(=S)N1c1ccccc1 (stereo unspecified) | -3 | 0 | -2 | nt | 6 | -6 | 8 |
| O=S1(=O)C=CC(N2CCOCC2)C1 (stereo unspecified) | -3 | 5 | nt | 8 | nt | -2 | 7 |

Compound activity: PubChem BioAssay, Broad Institute
